U2OS ROS induce – ROS inducers in U2OS cancer cells, primary screen, cell-based, H2DCF-DA fluorescence. U2OS ROS induction. ROS induction (% of piperlongumine), % at 10 µM. hit rate 2% among 46,000. AID 624156, 2012; in the data active means ROS induction above about 79%, passing the limit was not always enough; inconclusive means no clear call, values can overlap the other calls;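 further: 0% = DMSO vehicle median and 100% = reference compound median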
* = called active by the depositor; ? = inconclusive; & = joins results of further samples. Only part of the results is shown; count on the stated rates, not on these rows.

SMILES	U2OS ROS induce
O=C(NCc1cccnc1)C1CC(c2cccc(Br)c2)=NO1 (centres undefined)	-5.9
CCCCc1cc(CCCC)n2nc(-c3ccccc3)cc2n1	6.2
COC(=O)C1=CO[C@@H](O[C@@H]2O[C@H](CO)[C@@H](O)[C@H](O)[C@H]2O)[C@H]2[C@@H]1C=CC21C=C(C(C)O)C(=O)O1 (some centres undefined)	-0.8
CC(=O)Nc1ccc(Br)cc1C(=O)OCc1cccc([N+](=O)[O-])c1	4.8
C[C@@H]1CN([C@H](C)CO)C(=O)CCCn2cc(nn2)CO[C@@H]1CN(C)C(=O)Nc1ccc(-c2cccs2)cc1	-5.8
CC(=O)NCCc1nc2cc(NC(=O)c3ccccc3)ccc2n1C	-9.1
Cc1noc(C)c1NC(=O)N(C)C[C@H]1Oc2ccc(NC(=O)Cc3ccccc3)cc2C(=O)N([C@H](C)CO)C[C@H]1C	2.3
C[C@@H]1CN([C@@H](C)CO)C(=O)c2cc(NS(=O)(=O)c3cccs3)ccc2O[C@@H]1CN(C)S(=O)(=O)c1ccc(F)cc1	-4.4
COc1cc(C(=O)NCCC(=O)N2CCN(C)CC2)cc(OC)c1OC	4.0
CC(C)NC(=O)N(C)C[C@H]1Oc2ccc(NC(=O)Cn3cnnn3)cc2CC(=O)N([C@@H](C)CO)C[C@@H]1C	-13.5
CCOC(=O)c1c(NC(=O)c2nc3nc(C)cc(C(F)F)n3n2)sc2c1CCCC2	165.5*
C[C@@H]1CN([C@@H](C)CO)C(=O)c2cccc(N(C)C)c2O[C@H]1CN(C)C(=O)Nc1ccccc1	1.4
c1ccc2[nH]c(C34CC5CC(CC(C5)C3)C4)cc2c1	-2.9
O=S(=O)(Nc1nc2ccccc2nc1NCCc1ccccc1)c1ccc(Cl)cc1	22.7
COc1ccc(S(=O)(=O)Nc2ccc3c(c2)C(=O)N([C@H](C)CO)C[C@@H](C)[C@@H](CN(C)C(=O)Nc2ccc(F)cc2)O3)cc1	-0.8
CSc1c(CC(=O)Nc2ccc(C)cc2)[nH]c2ccccc12	5.5
CCCCn1c(SCC(=O)Nc2ccc(OC)cc2)nc2ccc(N3CCOCC3)cc2c1=O	-0.5
Cc1nnc(Sc2cc(C(=O)NC3CC3)c3ccccc3n2)s1	-1.1
Cc1nc(C23CC4CC(CC(C4)C2)C3)[nH]c(=O)c1Cl	9.8
C[C@H](CO)N1C[C@H](C)[C@H](CN(C)C)Oc2ccc(NC(=O)CCC(F)(F)F)cc2C1=O	-9.0
C[C@H](CO)N1C[C@H](C)[C@H](CN(C)S(=O)(=O)c2cccs2)Oc2ccc(NC(=O)CCCCCC(=O)Nc3ccccc3N)cc2CC1=O	-4.5
Cc1noc(C)c1NC(=O)Nc1ccc2c(c1)CC(=O)N([C@@H](C)CO)C[C@H](C)[C@@H](CN(C)Cc1ccc(-c3ccccc3)cc1)O2	2.0
COC(=O)c1sccc1NC(=O)COc1cccc(C)c1	9.2
C[C@@H]1CN([C@@H](C)CO)C(=O)c2cc(NC(=O)c3ccncc3)ccc2O[C@H]1CN(C)Cc1ccc(C(=O)O)cc1	-0.7
Cc1ccc(S(=O)(=O)Nc2cccc3c2O[C@@H](CN(C)C(=O)Nc2ccc4c(c2)OCO4)[C@@H](C)CN([C@H](C)CO)C3=O)cc1	6.3
CCOc1ccc2nc(SCC(=O)Nc3ccc(Cl)cc3)[nH]c2c1	5.4
CNC(=O)CN(c1cccc(C)c1C)S(=O)(=O)c1ccccc1	-5.8
C[C@@H]1CCCCO[C@H](CN(C)S(=O)(=O)c2ccccc2)[C@@H](C)CN([C@H](C)CO)C(=O)c2cc(NC(=O)CCC(F)(F)F)ccc2O1	10.9
C[C@H]1CN([C@@H](C)CO)C(=O)Cc2cc(NC(=O)NC3CCCCC3)ccc2O[C@H]1CN(C)C(=O)Nc1ccccc1	-9.1
C[C@H](CO)N1C[C@H](C)[C@H](CN(C)C(=O)Nc2ccc(C(F)(F)F)cc2)Oc2c(NS(=O)(=O)c3ccc(F)cc3)cccc2C1=O	47.7
CCCn1nnc(NC(=O)COc2ccc(C)cc2)n1	5.3
C[C@@H]1CN([C@@H](C)CO)C(=O)c2cccc(NC(=O)C3CC3)c2O[C@H]1CN(C)S(=O)(=O)c1ccc(F)cc1	-6.6
Cc1noc(C)c1NC(=O)N(C)C[C@@H]1Oc2ccc(NC(=O)Nc3cccc4ccccc34)cc2CC(=O)N([C@H](C)CO)C[C@@H]1C	6.0
COc1ccccc1N1CCN(CCCCN2C(=O)CCC2=O)CC1	-0.1
CCCc1cc(=O)[nH]c(Nc2nc(C)c3cc(OC)ccc3n2)n1	71.2
O=C(NCCN1CCCCC1)Nc1cccc2ccccc12	25.7
C[C@H]1CN([C@@H](C)CO)C(=O)Cc2cc(NS(=O)(=O)c3ccccc3)ccc2O[C@@H]1CN(C)Cc1ccc(Cl)c(Cl)c1	42.1
C[C@H](CO)N1C[C@H](C)[C@H](CN(C)S(=O)(=O)c2ccc(C#N)cc2)Oc2ncc(-c3cccc(F)c3)cc2C1=O	26.3
C[C@@H]1CN([C@@H](C)CO)C(=O)c2cc(NC(=O)Cc3ccccc3)ccc2O[C@@H]1CN(C)C	-8.7
C[C@H]1CN([C@@H](C)CO)C(=O)c2cc(NC(=O)Cc3ccccc3)ccc2O[C@H]1CN(C)S(=O)(=O)c1cn(C)cn1	-6.4
O=C(N/N=C/c1ccccc1Cl)c1ccccn1	?
CCn1c(SCc2nc3ccccc3[nH]2)nc2sc(C)c(C)c2c1=O	4.1
C[C@H]1CN([C@@H](C)CO)C(=O)c2cc(NS(=O)(=O)c3cn(C)cn3)ccc2O[C@@H]1CN(C)Cc1ccc(C(F)(F)F)cc1	-6.1
O=C(NCCc1cn2ccccc2n1)c1cccc(C(F)(F)F)c1	-5.6
O=[N+]([O-])c1ccccc1S(=O)(=O)N1CCN(Cc2cccc(OCCO)c2)CC1	1.1
O=C1C(=O)N(CCN2CCOCC2)C(c2ccc(Cl)cc2)C1C(=O)c1cccs1 (centres undefined)	-2.3
O=C(NC1=NCCS1)c1cc2ccccc2o1	31.9
COc1ccc(-c2csc(NC(=O)Cc3cccc4ccccc34)c2C(=O)O)cc1	-4.1
C[C@@H]1CCCCO[C@@H](CN(C)C(=O)c2ccncc2)[C@@H](C)CN([C@H](C)CO)C(=O)c2cc(NS(=O)(=O)c3ccccc3)ccc2O1	-0.6
CNC[C@H]1Oc2ccc(NS(=O)(=O)c3ccc(F)cc3)cc2C(=O)N([C@H](C)CO)C[C@H]1C	-9.8
Next section
SMILES	U2OS ROS induce
C[C@@H]1CN([C@H](C)CO)C(=O)Cc2cc(NC(=O)Nc3ccccc3)ccc2O[C@@H]1CN(C)C(=O)Nc1ccc(C(F)(F)F)cc1	9.2
CCCc1c(Cc2c(F)cccc2Cl)c(=O)oc2cc(O)ccc12	-15.9
C[C@H]1CN([C@@H](C)CO)C(=O)Cc2cc(NC(=O)c3ccncc3)ccc2O[C@@H]1CN(C)S(=O)(=O)c1cn(C)cn1	-8.5
O=C1c2ccccc2C2=Nc3ccccc3SC(c3ccc(F)cc3)C12 (centres undefined)	20.5
CC(=NC1CC1)c1c(C)[nH]n(-c2nc3ccccc3s2)c1=O	1.6
Cc1ccc(S(=O)(=O)N(CC(=O)N(C)C)c2cccc([N+](=O)[O-])c2)cc1	-13.1
COc1ccc(CN(C)C[C@H]2Oc3ccc(NC(=O)CCN4CCOCC4)cc3C(=O)N([C@H](C)CO)C[C@H]2C)cc1	-13.5
C[C@H](CO)N1C[C@H](C)[C@H](CN(C)C(=O)Nc2ccc(F)cc2)Oc2ccc(NS(=O)(=O)c3ccc(Cl)cc3)cc2C1=O	39.9
CNC[C@@H]1Oc2ccc(NC(=O)C3CC3)cc2CC(=O)N([C@H](C)CO)C[C@@H]1C	-3.1
Cc1ccc(SCc2nccn2Cc2ccc(Cl)cc2)cc1	12.7
CN(CCO)c1ccc(/C=N/NC(=O)c2cccc(C(=O)NO)c2)cc1	3.2
COc1ccc(C2C3CCc4ccccc4C3=NN2C(=O)c2cccs2)cc1 (centres undefined)	7.5
O=C(O)CC1(CC2=NS(=O)(=O)c3ccccc3N2)CCCC1	-0.4
Cc1cc(=O)[nH]c(SCCCOc2ccc(F)cc2)n1	8.2
Cn1c(CSCC(=O)Nc2ccccc2)nnc1SCc1ccc(Cl)cc1	0.5
COc1ccc(S(=O)(=O)N(C)C[C@@H]2Oc3ccc(NS(=O)(=O)c4c(C)noc4C)cc3CC(=O)N([C@H](C)CO)C[C@@H]2C)cc1	1.4
CS(=O)(=O)c1ccc2nc(NC(=O)C3CCCO3)sc2c1 (centres undefined)	-10.8
CNC[C@H]1Oc2c(NS(C)(=O)=O)cccc2C(=O)N([C@H](C)CO)C[C@H]1C	-13.1
COc1ccc(NC(=O)CSc2nc3scc(C)c3c(=O)[nH]2)cc1	90.9*
C[C@H]1CN([C@@H](C)CO)C(=O)Cc2cc(N(C)C)ccc2O[C@H]1CN(C)Cc1ccc(-c2ccccc2)cc1	12.3
Cc1noc(C)c1NC(=O)N(C)C[C@@H]1Oc2ccc(NC(=O)NC3CCCCC3)cc2C(=O)N([C@H](C)CO)C[C@H]1C	-5.3
Cc1noc(C)c1S(=O)(=O)N(C)C[C@H]1Oc2ccc(NC(=O)CCC(F)(F)F)cc2CC(=O)N([C@@H](C)CO)C[C@H]1C	-8.9
C[C@@H]1CN([C@@H](C)CO)C(=O)c2cccc(NC(=O)Nc3ccc4c(c3)OCO4)c2O[C@H]1CN(C)CC1CC1	-2.4
C[C@H](CO)N1C[C@H](C)[C@@H](CN(C)CC2CC2)Oc2c(NS(=O)(=O)c3cn(C)cn3)cccc2C1=O	6.8
COc1ccc(S(=O)(=O)Nc2ccc3c(c2)C(=O)N([C@H](C)CO)C[C@H](C)[C@H](CN(C)Cc2ccc(Oc4ccccc4)cc2)O3)cc1	-5.3
O=C1N[C@@H](Cc2ccccc2)C(=O)N2[C@@H]1C[C@@H](C(=O)NCc1ccc(F)cc1)[C@H]2c1ccc(O)cc1	36.8
CN1CCN(Cc2c(C#N)c3ccccc3n2C)CC1	4.7
C[C@H](CO)N1C[C@H](C)[C@@H](CN(C)Cc2ccc(C(=O)O)cc2)Oc2ccc(NC(=O)NC3CCCCC3)cc2C1=O	-8.1
S=C(Nc1ccc2[nH]ccc2c1)NC1CCCCC1	7.4
COc1ccc(CCN(C)CCCC(C#N)(c2cc(OC)c(OC)c(OC)c2)C(C)C)cc1OC (centres undefined)	-3.1&4.4
C[C@@H]1CN([C@H](C)CO)C(=O)Cc2cc(NC(=O)CCC(F)(F)F)ccc2O[C@H]1CN(C)C(=O)Nc1cccc2ccccc12	13.8
S=C(c1ccccc1)N1CCN(Cc2ccccc2)CC1	-2.2
C[C@H](CO)N1C[C@H](C)[C@H](CN(C)C(=O)Nc2cccc3ccccc23)Oc2c(NS(=O)(=O)c3ccc(F)cc3)cccc2C1=O	4.8
Cc1noc(C)c1S(=O)(=O)Nc1cccc2c1O[C@@H](CN(C)Cc1ccc(-c3ccccc3)cc1)[C@@H](C)CN([C@H](C)CO)C2=O	15.4
O=C(O)CCCCCCC(=O)N/N=C/c1ccc[nH]1	-13.3
CC(=O)NC(Nc1ccccc1)(C(F)(F)F)C(F)(F)F	-8.7
O=C(O)c1cc(Sc2ccccc2)nc2ccccc12	7.9
CC(Sc1ncn[nH]1)C(=O)Nc1ccc(Cl)cc1 (centres undefined)	-7.8
COc1ccc(NC(=O)Nc2cccc3c2O[C@H](CN(C)S(=O)(=O)c2ccc(F)cc2)[C@H](C)CN([C@H](C)CO)C3=O)cc1	-2.0
C[C@@H]1CN([C@H](C)CO)C(=O)c2cccc(NC(=O)NC3CCCCC3)c2O[C@H]1CN(C)C	13.5

Brought forward from above: six entries, then new ones.
SMILES	U2OS ROS induce
O=C(O)CCCCCCC(=O)N/N=C/c1ccc[nH]1	-13.3
CC(=O)NC(Nc1ccccc1)(C(F)(F)F)C(F)(F)F	-8.7
O=C(O)c1cc(Sc2ccccc2)nc2ccccc12	7.9
CC(Sc1ncn[nH]1)C(=O)Nc1ccc(Cl)cc1 (centres undefined)	-7.8
COc1ccc(NC(=O)Nc2cccc3c2O[C@H](CN(C)S(=O)(=O)c2ccc(F)cc2)[C@H](C)CN([C@H](C)CO)C3=O)cc1	-2.0
C[C@@H]1CN([C@H](C)CO)C(=O)c2cccc(NC(=O)NC3CCCCC3)c2O[C@H]1CN(C)C	13.5
COc1ccc(NC(=O)Nc2ccc3c(c2)CC(=O)N([C@@H](C)CO)C[C@H](C)[C@@H](CN(C)C)O3)cc1	7.6
C[C@H]1CN([C@@H](C)CO)C(=O)c2cc(NS(=O)(=O)c3ccc(F)cc3)ccc2O[C@H]1CN(C)Cc1ccc(C(=O)O)cc1	-4.6
Cc1ccc(S(=O)(=O)N(C)C[C@@H]2Oc3c(NC(=O)C4CC4)cccc3C(=O)N([C@@H](C)CO)C[C@@H]2C)cc1	-0.3
Cc1ccc(NC(=O)CSc2nnc(-c3ccc([N+](=O)[O-])cc3)n2-c2ccccc2)cc1C	5.2
COc1ccc(S(=O)(=O)Nc2cccc3c2O[C@H](CN(C)C(=O)Nc2c(C)noc2C)[C@H](C)CN([C@H](C)CO)C3=O)cc1	-6.7
C[C@@H]1CN([C@@H](C)CO)C(=O)c2cc(NC(=O)Nc3ccc4c(c3)OCO4)ccc2O[C@H]1CN(C)C(=O)Nc1ccc(F)cc1	-1.7
O=S(=O)(c1cccc(F)c1)N1CCN(Cc2ccc(OCCO)cc2)CC1	38.4
Cc1ccc2c(c1)c1c(n2CCC(=O)O)C(=O)CCC1	0.7
C[C@@H]1CN([C@H](C)CO)C(=O)Cc2cc(NC(=O)Cc3cn(C)c4ccccc34)ccc2O[C@@H]1CN(C)C	-5.5
Cn1c(C(=O)NCCCN2CCCC2=O)cc2sccc21	-3.2

Of the compounds above, these contain a cyano group:
SMILES	U2OS ROS induce
C[C@H](CO)N1C[C@H](C)[C@H](CN(C)S(=O)(=O)c2ccc(C#N)cc2)Oc2ncc(-c3cccc(F)c3)cc2C1=O	26.3
CN1CCN(Cc2c(C#N)c3ccccc3n2C)CC1	4.7
COc1ccc(CCN(C)CCCC(C#N)(c2cc(OC)c(OC)c(OC)c2)C(C)C)cc1OC (centres undefined)	-3.1&4.4

From PubChem BioAssay
